# Screens (PubChem BioAssay)
# HCMV antiviral – human cytomegalovirus inhibition | activity change, negative = inhibition, % at 57.5 µM | 410,000 tested, 4.5% active | HFF cells, HCMV-luciferase reporter, 72 h; stronger effect = lower value; in the data active = activity change below about -60%; inconclusive = no clear call, values can overlap the other calls; inactive = above about -39%
#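 HFF cells seeded 16 h at 37C, treated with compounds, infected with luciferase-reporter HCMV at MOI 1 PFU/cell; luciferase read at 72 h post infection, normalized to buffer-only and Salinomycin controls.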
# Sm TGR block – blocks Schistosoma mansoni thioredoxin glutathione reductase; Q962Y6; purified TGR, DTNB reduction, TNB absorbance 405 nm; Potency, µM (doses to about 114 µM), inactives show top-dose activity change, negative = inhibition, hits mostly inhibitors; 360,000 tested, 3% active; AID 485364; note: potency is the fitted concentration of half-maximal effect; nearly all actives have a fitted effect of over 60% in size
#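 Kinetic colorimetric format: TGR-catalysed, NADPH-driven DTNB reduction monitored via TNB absorbance. Enzyme dispensed at 20 nM; compound exposure 15 min at room temperature before reaction start.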
# FBPA Giardia inh – inhibitors of Giardia lamblia fructose-1,6-bisphosphate aldolase; A8B2U2; purified Giardia FBPA; Potency, µM (doses to about 59.6 µM), without a hit: top-dose activity, negative = inhibition, actives largely listed as inhibitors; 290,000 tested, 0.71% active; AID 2451; note: potency is the fitted concentration of half-maximal effect; nearly all actives have a fitted effect of over 55% in size
# Target sequence (A8B2U2 whole entry, looked up): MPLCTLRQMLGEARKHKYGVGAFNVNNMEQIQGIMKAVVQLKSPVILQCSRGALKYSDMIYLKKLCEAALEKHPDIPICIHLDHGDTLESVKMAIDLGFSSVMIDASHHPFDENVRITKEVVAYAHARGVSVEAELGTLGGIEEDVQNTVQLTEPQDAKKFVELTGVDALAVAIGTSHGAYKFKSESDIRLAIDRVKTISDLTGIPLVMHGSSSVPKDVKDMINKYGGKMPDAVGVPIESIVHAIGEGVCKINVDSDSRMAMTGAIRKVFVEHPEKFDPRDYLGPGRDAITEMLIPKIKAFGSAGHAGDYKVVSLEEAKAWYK
#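 Giardia FBPA (40 nM reagent) was preincubated 10 min at RT with compound (up to 57.5 uM final), then substrate plus GAPDH/TPI/NAD/arsenate coupling system with diaphorase/resazurin was added; resorufin fluorescence (525/598 nm) was read after 20 min.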
# AMA1 RON2 block – AMA1-RON2 (P. falciparum) interaction inhibition. AlphaScreen AMA1-biotinylated RON2 peptide binding. Potency, µM (top dose mostly 58.2 µM), for the others: top-dose activity change, negative = inhibition, most hits filed as inhibitors. 360,000 tested, 0.2% active. AID 720542;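 note: potency is the fitted concentration of half-maximal effect; 0% = vehicle wells and -100% = peptide control; nearly all actives have a fitted effect of over 45% in size; some results filed as inactive show a strong effect at the top dose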
#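 AMA1 (3D7) with his tag at 25 nM final met compounds first, then biotinylated RON2 peptide at 25 nM; detection used donor plus acceptor beads, 10 µg/mL apiece, read by AlphaScreen after 30 min at room temperature.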
# HCV inhibitor – blocks hepatitis C virus | Huh7.5.1 HCVcc-Cre infection, luciferase reporter, 44 h | Potency, µM (top dose mostly 41.8 µM), inactives show top-dose activity change, negative = inhibition, usual class: inhibitors | 340,000 tested, 3.4% active | AID 651820; note: potency is the fitted concentration of half-maximal effect
#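 Infectious HCVcc-Cre (~0.5 moi) was added to cells just after compound, with cells seeded 4 h earlier at 1,000 per well. Luciferase activity after 44 h culture reported infection; substrate was incubated 15 min at room temperature before reading.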
# AmpC inh detg – AmpC beta-lactamase inhibition with detergent present; Potency, µM (top dose mostly 114 µM), inactives show top-dose activity change, negative = inhibition, usual class: inhibitors; AmpC hydrolysis of nitrocefin, absorbance 480 nm, 0.01% Triton; AID 485294; 370,000 tested, 0.041% active; P00811;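 note: potency is the fitted concentration of half-maximal effect; 0% = no-compound wells and -100% = no-enzyme wells; nearly all actives have a fitted effect of over 25% in size; some results filed as inactive show a strong effect at the top dose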
# Target sequence (P00811 whole entry, looked up): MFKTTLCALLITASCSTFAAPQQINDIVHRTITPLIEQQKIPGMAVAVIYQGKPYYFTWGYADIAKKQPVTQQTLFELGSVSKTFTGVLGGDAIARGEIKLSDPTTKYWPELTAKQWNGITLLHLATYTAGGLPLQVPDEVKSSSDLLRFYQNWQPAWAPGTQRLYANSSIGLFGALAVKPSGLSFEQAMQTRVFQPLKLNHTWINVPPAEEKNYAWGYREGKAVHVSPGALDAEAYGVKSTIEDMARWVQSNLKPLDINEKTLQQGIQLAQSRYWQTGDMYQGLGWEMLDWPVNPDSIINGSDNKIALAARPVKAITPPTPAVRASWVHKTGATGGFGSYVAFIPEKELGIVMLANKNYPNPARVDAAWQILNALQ
#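 AmpC (5.3 nM in the dispensed reagent) in 20 mM phosphate pH 7.0 with 0.01% (detergent screen) or 0.0001% Triton X-100 was preincubated with compounds for 15 min at room temperature. Nitrocefin was then added from an 800 uM solution, and hydrolysis was followed at 480 nm.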
# Starred values were filed as active, the others as inactive; ? = inconclusive; · = no result given; & = joins results of further samples; [ ] = dose if it differs, or a comment. Unless noted, calls come from the whole dose curve; as a rule, active = well fitted curve in the direction sought with a large enough effect; inconclusive = small, poorly fitted or top-dose-only effect, or another doubt; inactive = no such curve, though single readings can be large; an effect the other way counts as inactive or inconclusive. Unless noted, % is set by controls: 0 for no effect and ±100 for the full control effect.
Structure,HCMV antiviral,Sm TGR block,FBPA Giardia inh,AMA1 RON2 block,HCV inhibitor,AmpC inh detg
O=C(CSc1nnc(-c2ccc(Cl)cc2)n1-c1ccc(Cl)cc1)N/N=C/c1ccccc1C(=O)O,·,-1%,26%,-6%,25%,2%
COc1ccc(C2(C(=O)NCCc3ccccc3)CCCC2)cc1OC,·,-13%,6%,2%,2%,3%
CCN1CCN(c2nc3c(C)cccn3c(=O)c2C=C(C#N)C#N)CC1,5,1%,2%,3%,-4%,-5%
Cc1ccccc1OCc1n[nH]c(=S)n1Cc1ccccc1,-38,-21%,16%,58%[activator],13%,2%
COc1cc(C(=S)N2CCOCC2)cc(OC)c1OC(=O)c1ccc(C)cc1,-1,0%,-7%,-2%,7%,?
CCCOc1ccc(CNCCCOCC)cc1OC,15,6%,?,15%,-1%,1%
COc1ccccc1-c1cc(C(=O)NCc2cccs2)no1,-6,9%,-1%,-20%,-9%,-1%
Cc1ccc(NC(=O)Nc2cccc([N+](=O)[O-])c2)nc1,13,0%,3%,-2%,-7%,7%
COc1ccc2c(c1)CC/C2=N\NC(=O)c1ccccc1,-3,1%,1%,36%[activator],4%,-7%
O=C1C(Cl)=C(NCCCO)C(=O)c2ccccc21,-29,33%,?,-9%,13µM*,?
CCOC(=O)c1ccccc1NC(=O)CN(c1ccccc1OC)S(=O)(=O)c1ccc(C)cc1,-22,6%,·,·,·,11%
CCOC(=O)c1ccc(Oc2nc(N(C)C)nc(N3CCOCC3)n2)cc1,12,0%,2%,-1%,?,3%
COc1ccc(CNC(=O)CSc2nc(-c3ccc(OC)c(OC)c3)cc(C(F)(F)F)n2)cc1,-18,1%,·,·,·,2%
O=C(COc1ccccc1F)Nc1ccc2nc(SCC(=O)N3CCCC3)sc2c1,-63*,5%,·,·,·,16%
Cc1ccccc1NC(=O)COc1ccc2oc(=O)cc(C)c2c1,16,-1%,0%,-5%,-21%,-5%

# (further entries)
Structure,HCMV antiviral,Sm TGR block,FBPA Giardia inh,AMA1 RON2 block,HCV inhibitor,AmpC inh detg
O=C(Nc1cccc(O)c1)c1cccc(NC(=O)c2cccs2)c1,24,-2%,2%,-9%,-29%,?
CCCc1[nH][nH]c(=O)c1C(c1ccc(Cl)cc1)C(C#N)C#N (stereo not given),11,?,-4%,-1%,9%,2%
COc1cc(NC(=S)NCc2cccs2)cc(OC)c1,-10,-28%,0%,8%,?,?
CN(CCc1ccccn1)C(=O)CCC1CCCN(C(=O)c2cscn2)C1 (stereo not given),39,1%,4%,0%,2%,3%
Cc1cc(C)c(C2C3=C(Nc4c2c(C)nn4-c2ccccn2)c2ccccc2C3=O)c(C)c1 (stereo not given),·,-1%,-8%,-6%,?,1%
CN1CCN(C(=O)Cc2nc3ccccc3[nH]2)CC1,-5,3%,-10%,-6%,-1%,-12%
COc1cc(/C=N/NC(=O)C2CC(=O)N(c3ccc(C)cc3)C2)cc(OC)c1OC (stereo not given),20,1%,7%,3%,-8%,1%
Cc1ccc(C(CC(=O)N2CCNCC2)c2ccccc2)c(O)c1C (stereo not given),66,-11%,4%,15%,-6%,-2%
CCc1nnc(SCC(=O)N2CCCc3ccccc32)nc1CC,22,5%,3%,-19%,-4%,?
COc1ccc(-c2cn3c(C)c(C(=O)NCCN4CCOCC4)sc3n2)cc1,126,8%,-10%,2%,?,2%
CCCCOc1ccc(C(=O)N/C(=C/c2cccc([N+](=O)[O-])c2)C(=O)O)cc1,-23,?,29%,-7%,15%,4%
CCN1CCc2c(OCC(=O)Nc3cccc(C)c3)cccc2C1=O,46,0%,2%,-4%,?,1%
Cc1cc(NC(=O)CCC(=O)N(CC(=O)NC2CCCC2)Cc2ccco2)no1,33,-3%,4%,-11%,-2%,-1%
COc1ccc(C(=O)NC2CCCCC2)cc1OC1CCN(C(C)C)CC1,?,-25%,·,3%,·,4%
CCn1c(=O)c2ccccc2n2c(SCC(=O)N3CCCc4ccccc43)nnc12,-24,3%,10%,-2%,9%,-13%

# Further records
Structure,HCMV antiviral,Sm TGR block,FBPA Giardia inh,AMA1 RON2 block,HCV inhibitor,AmpC inh detg
N#CCC(=O)Nc1ccc(C(=O)NCCc2c[nH]c3ccccc23)cc1,16,-7%,·,3%,-28%,8%
CCOC(=O)NCc1ccc(Cl)c(Cl)c1,12,1%,-3%,0%,3%,-12%
CN(CC(=O)N1CCCCCC1)S(=O)(=O)c1ccc(Br)s1,18,0%,-1%,2%,3%,2%
CC(C)NP(=O)(NC(C)C)OP(=O)(NC(C)C)NC(C)C,20,-1%,-1%,8%,9%,-13%
COc1cc(/C=C(/C#N)c2nc3ccccc3[nH]2)ccc1OCC(=O)Nc1ccccc1C,-27,-2%,2%,1%,-12%,-6%
COc1ccc(-c2cc3c(=O)n(CC(=O)NCc4ccccc4F)ncn3n2)cc1,-1,6%,0%,0%,-3%,?
Cc1cccc(NC(=O)CSc2cn(CC(=O)N3CCCCCC3)c3ccccc23)c1,24,-7%,·,·,·,-10%
Cc1cn(S(=O)(=O)c2ccc(Cl)cc2)c(C)n1,?,6%,-6%,8%,18%,5%
Cc1ccc(S(=O)(=O)Nc2cccc(C(=O)Nc3cc(C)ccn3)c2)cc1,·,5%,3%,·,8%,-1%
Cc1c(C)c2ccc(OCC(=O)NCCN3CCOCC3)c(C)c2oc1=O,20,-10%,-1%,0%,12%,-13%
Cc1ccc(C23CC4CC(CC(NC(=O)NN)(C4)C2)C3)cc1,0,-3%,-4%,6%,10%,-4%
COc1ccc(C(=O)N2CCC(C(=O)Nc3cccc(C)c3)CC2)cc1OC,-7,-24%,3%,1%,3%,?
CCCCCc1nc2sc3c(c2c(=O)n1NC(=O)c1ccc([N+](=O)[O-])cc1)CC(C)(C)OC3,-89*,-4%,7%,1%,?,-3%
CN1CCN(c2nc3ccccn3c(=O)c2/C=C(\C#N)S(=O)(=O)c2ccc(Cl)cc2)CC1,2,42%,0%,-8%,15%,5%
CCSc1nnc(NC(=O)C(C)(C(F)(F)F)C(F)(F)F)s1,-66*,-20%,-4%,-1%,?,-7%

# The results go on.
Structure,HCMV antiviral,Sm TGR block,FBPA Giardia inh,AMA1 RON2 block,HCV inhibitor,AmpC inh detg
CSc1ccccc1NC(=O)CN(C)CC(=O)c1[nH]c(C)c(C(C)=O)c1C,29,·,·,61%[activator],?,·
CCOc1ccc(OCC)c(NC(=O)c2cc(C)nc3c2c(C)nn3-c2cccc(Cl)c2C)c1,5,4%,·,·,·,2%
Cc1ccc(S(=O)(=O)NC(Cc2ccc(Cl)cc2)C(=O)O)cc1 (stereo not given),·,-7%,2%,-8%,19%,-13%
O=C(/C=C/c1ccc(Cl)cc1Cl)OCC(=O)N1CCCC1,-4,-4%,·,3%,9%,8%
CCS(=O)(=O)n1nc(-c2ccco2)nc1N,8,0%,-2%,22%,3%,-1%
Cc1nnc(NC(=O)CSc2nnc(C)c(=O)n2N)s1,-6,8%,?,19%,8%,-2%
O=C(Nc1ncccc1O)c1cccc(S(=O)(=O)N2CCN(c3ccc(F)cc3)CC2)c1,-5,1%,·,42%[activator],-10%,5%
Cc1cccc(NC(=O)CSCC(=O)OCc2ccccn2)c1,1,0%,·,-3%,16%,?
COc1cc(OC)c2ccc(=O)oc2c1C(CCN1CCCCC1)c1ccc(N(C)C)cc1 (stereo not given),55,-22%,-6%&-19%,-26%,12%,3%
Cc1cc(C)cc(NC(=O)NCC(O)COc2ccc([N+](=O)[O-])cc2)c1 (stereo not given),-28,20%,-1%,-7%,-8%,-5%
CCOC(=O)c1[nH]c2ccc(F)cc2c1NC(=O)CCN1CCOCC1,15,2%,4%,-3%,4%,4%
N#C/C(=C\c1cccnc1)C(=O)Nc1cccc2ccccc12,135,-20%,-16%,13%[11.6 µM],32%[activator],-2%
CCn1c(=O)cc(OCC(=O)NCc2ccco2)c2ccccc21,102,?,8%,-6%,0%,-4%
CC1(C)Cc2c(c(-c3ccco3)[nH]c(=O)c2C#N)CO1,29,?,-4%,46%[activator],13%,1%
CSc1cccc(NC(=O)CN(C)S(=O)(=O)c2cnc[nH]2)c1,-2,16%,·,5µM*,8%,3%

# Additional structures follow:
Structure,HCMV antiviral,Sm TGR block,FBPA Giardia inh,AMA1 RON2 block,HCV inhibitor,AmpC inh detg
O=S(=O)(c1cccc(-c2n[nH]c(=S)n2-c2cccc(C(F)(F)F)c2)c1)N1CCOCC1,20,·,·,91%[activator],3%,·
CC(=O)c1ccccc1C(=O)NCc1cccnc1,26,3%,8%,-2%,10%,?
O=C(CN1C2CCCC1CC(NC(=O)C1CCCCC1)C2)Nc1ccccc1 (stereo not given),3,-2%,-1%,9%,7%,0%
CCc1ccc(-n2nc3cc(C)c(N)cc3n2)cc1,102,-2%,?,0%,-17%,4%
CC(=O)c1ccc(Nc2cc(C)nc3c(C)cc(C)cc23)cc1,?,-11%,2%,-2%,?,3%
COc1cc2[nH]c(=O)n(Cc3ccc(C(=O)NCCCN4CCC(C)CC4)cc3)c(=O)c2cc1OC,9,-14%,0%,-2%,-13%,3%
CC(/C=N/NC(=O)c1cc(-c2ccc(Cl)cc2)nc2ccccc12)=C\c1ccco1,-83*,-22%,?,2%,?,-3%
O=C(c1c[nH]c2ccc(F)cc2c1=O)N1CCCCCC1,33,0%,-13%,-5%,10%,1%
CCC(=O)C1=C(c2cccc(OC)c2)N(C(=O)CC)n2c(nnc2C2CCCCC2)S1,-92*,11%,·,·,·,3%
Cc1ccc(NC(=O)[C@H](Cc2ccccc2)NC(=O)C2CCNCC2)cc1,-31,-34%,·,-11%,15%,0%
O=C(NC12CC3CC(CC(C3)C1)C2)OC1CN2CCC1CC2 (stereo not given),-35,13%,-3%,-1%,-10%,-6%
CCN1CCN(CCCNc2ncnc3nc[nH]c23)CC1,-10,-11%,-7%,7%,19%,?
CCOc1ccc(C(C)NC(=S)NC2CCCCC2)cc1 (stereo not given),?,1%,2%,8%,?,0%
O=C(Nc1ccc(N2CCOCC2)cc1)c1cc2ccccc2o1,8,?,?,5%,?,-4%
COc1cccc(N2CCN(C(=O)c3cc4c(=O)n(Cc5cccs5)ccc4nc3C)CC2)c1,2,2%,·,·,·,20%
Cc1c(Cl)cccc1NC(=S)/C(=C(\[O-])c1ccc(Cl)s1)[n+]1ccccc1,49,-3%,19%,-6%[11.6 µM],2%,?
CC(C)CCNC(=O)C1CC2Cn3c(nc4cc(Cl)c(Cl)cc43)C2N1C (stereo not given),-19,·,·,-2%,?,·
